From PubChem BioAssay
FBPA coupling cs – coupling enzyme interference in Giardia aldolase counter-screen. coupling enzyme system counterscreen, AmpLite Red fluorescence. activity change, negative = inhibition, % at 58.2 µM, hits read low. 290,000 compounds, 0.67% hits. AID 2472; in the data active means activity change below about -30%; further: on the % scale 0 is the no-effect control and ±100 the full control effect
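Counterscreen lacking aldolase: glyceraldehyde-3-phosphate coupling-enzyme reagent preincubated 10 min at RT with compound (at 57.5 uM final), then substrate/coupling system with AmpLite Red added; fluorescence read at 525/598 nm after 20 min RT.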
Integrin act MD – activators of alpha7 integrin expression for muscular dystrophy. alpha7betagal myoblasts, beta-gal FDG fluorescence, 48 h. Potency, µM (doses to about 38.3 µM), without a hit: top-dose activation, most hits filed as activators. 350,000 compounds, 0.064% hits. AID 624291;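 further: potency means the concentration at half of the fitted maximal effect; 100% = response of the positive control SU9516; nearly all actives have a fitted effect of over 60% in size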
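alpha7betagal+/- myoblasts (passage 13, 250/well) treated 48 h at 37C with compounds at 1:260 dilution of DMSO stock. Lysed, then beta-galactosidase activity read as FDG fluorescence (ex 480/em 540) after 30 min, with pre-read for autofluorescence.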
Giardia killer – Giardia lamblia killing. Giardia lamblia trophozoite viability. activity change, % at 7.66 µM, hits read low. 340,000 compounds, 0.15% hits; in the data active means activity change below about -80%; inconclusive means between about -30% and that limit;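 further: parasites exposed to compound for two days anaerobically before the ATP read; on the % scale 0 is the no-effect control and ±100 the full control effect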
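Viability, read as ATP luminescence: trophozoites at 100 cells/well, compound added, 48 hrs anaerobic at 37 deg C, then 15-30 min room-temperature development before reading.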
PKM2 act – PKM2 (human) enzyme activation; P14618; purified PKM2, Kinase-Glo ATP luminescence, activation; response scale: 0% is enzyme alone, no compound; Potency, µM (doses to about 57.5 µM), without a hit: at the highest dose activation, actives largely listed as activators; 260,000 compounds, 0.34% hits; AID 1631; further: potency means the concentration at half of the fitted maximal effect; on the % scale 0 is the no-effect control and ±100 the full control effect; nearly all actives have a fitted effect of over 55% in size
Target sequence (P14618 whole entry, looked up): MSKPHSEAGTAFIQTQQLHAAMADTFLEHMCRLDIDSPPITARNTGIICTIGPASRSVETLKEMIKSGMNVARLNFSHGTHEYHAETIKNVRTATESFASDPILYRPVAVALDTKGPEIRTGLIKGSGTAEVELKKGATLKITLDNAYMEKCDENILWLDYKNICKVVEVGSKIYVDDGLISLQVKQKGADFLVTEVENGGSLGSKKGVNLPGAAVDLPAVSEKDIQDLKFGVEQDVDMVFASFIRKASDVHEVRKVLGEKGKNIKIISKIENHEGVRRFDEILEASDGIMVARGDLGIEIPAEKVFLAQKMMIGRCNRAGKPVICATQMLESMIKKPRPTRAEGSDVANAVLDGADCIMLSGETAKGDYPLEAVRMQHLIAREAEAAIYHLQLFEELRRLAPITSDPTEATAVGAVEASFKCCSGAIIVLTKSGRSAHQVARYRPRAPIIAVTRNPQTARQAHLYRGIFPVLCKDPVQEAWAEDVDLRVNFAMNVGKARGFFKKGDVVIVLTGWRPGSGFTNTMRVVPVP
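Kinase-Glo luminescence reports ATP generated from ADP (0.1 mM) and PEP (0.5 mM) by purified hPK-M2 after 1 h at room temperature, pH 7.2 imidazole buffer; intermediate enzyme activity allows detecting inhibitors and activators.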
GALK inh – blocks human galactokinase activity; Purified GALK, Kinase-Glo residual ATP luminescence; 270,000 compounds, 0.007% hits; Potency, µM (highest dose often 57.5 µM), for inactives: at the top dose activity change, negative = inhibition, usual class: inhibitors; P51570; further: potency means the concentration at half of the fitted maximal effect; on the % scale 0 is the no-effect control and ±100 the full control effect
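The enzyme phosphorylates galactose (100 uM) using ATP (35 uM); inhibition is detected as higher residual ATP, quantified by bioluminescence after 1 h reaction at room temperature, pH 8.0.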
Tb PFK block – T. brucei PFK enzyme inhibition | T. brucei PFK, ADP-Glo luminescence | Potency, µM (top dose mostly 57.5 µM), inactives show top-dose activity, negative = inhibition, actives largely listed as inhibitors | 330,000 compounds, 0.17% hits | AID 485367;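 further: potency means the concentration at half of the fitted maximal effect; 0% = uninhibited 1x PFK enzyme wells and -100% = no-enzyme wells; nearly all actives have a fitted effect of over 60% in size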
Target sequence (O15648 whole entry, looked up): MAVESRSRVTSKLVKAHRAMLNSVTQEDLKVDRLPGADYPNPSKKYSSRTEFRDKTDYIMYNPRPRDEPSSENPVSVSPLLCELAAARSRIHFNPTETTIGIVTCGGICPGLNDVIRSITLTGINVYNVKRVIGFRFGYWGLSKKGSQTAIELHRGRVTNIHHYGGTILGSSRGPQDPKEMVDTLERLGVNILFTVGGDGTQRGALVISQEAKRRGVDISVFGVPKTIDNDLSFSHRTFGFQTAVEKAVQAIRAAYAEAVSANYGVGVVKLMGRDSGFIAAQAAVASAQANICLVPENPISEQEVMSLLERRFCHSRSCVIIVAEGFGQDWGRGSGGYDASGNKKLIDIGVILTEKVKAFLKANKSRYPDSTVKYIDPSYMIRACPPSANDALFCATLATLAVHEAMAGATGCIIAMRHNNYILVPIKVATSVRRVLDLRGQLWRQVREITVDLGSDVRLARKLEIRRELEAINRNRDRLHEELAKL
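PFK 1.25 nM, F6P 0.5 mM, ATP 0.1 mM, 0.1 M TEA pH 8.0, 5 mM MgCl2, 0.01% Tween20, 0.1% BSA; 45 min RT. ADP-Glo readout. qHTS titration up to 57 uM; curves fitted, compounds curve-classed.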
Menin-MLL TR inh – menin-MLL binding inhibition, Texas Red mutant peptide | Menin + Texas Red MLL mutant peptide, fluorescence polarization | Potency, µM (series often up to 61.6 µM), for inactives: top-dose FP activity change, negative = inhibition, most hits filed as inhibitors | 270,000 compounds, 0.23% hits | AID 1768; active means well fitted inhibition curve with a large enough effect in the polarisation, with a control signal flat, not every such curve was filed as active; inconclusive means small, poorly fitted or top-dose-only effect, or effect the other way, or a change in a side signal; inactive means no such curve, though single readings can be large or run the other way; the % refers to the polarisation; further: potency means the concentration at half of the fitted maximal effect; % of control where 0% means no effect; many of its hits are not listed in these tables
BCR signal inh – inhibitors of chronic active B-cell receptor signaling; 340,000 compounds, 0.05% hits; AID 493014; Potency, µM (highest dose often 46.1 µM), for inactives: at the top dose ratio change, negative = lower green/red ratio, hits mostly inhibitors; ABC-DLBCL IkBa-CBG/CBR reporter, luminescence ratio, 4 h; active means well fitted inhibition curve with a large enough effect in the signal ratio, with a control signal flat, not every such curve was filed as active; inconclusive means small, poorly fitted or top-dose-only effect, or effect the other way, or a change in a side signal; the % refers to the signal ratio;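 further: potency means the concentration at half of the fitted maximal effect; plate controls were basal doxycycline-induced cells for no effect and cells given 10 µM MG132 for full effect; MG132 reads +100%, hits lower the ratio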
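TMD8 ABC-DLBCL cells carrying doxycycline-inducible green luciferase fused to IkappaBalpha plus unfused red luciferase were exposed to compounds (up to 46 uM) for 4 hrs at 37C. Activity came from the overlap-corrected green/red luminescence ratio.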
S-ASM inh – inhibitors of human secretory acid sphingomyelinase; Potency, µM (top dose mostly 57.5 µM), inactives show at the highest dose activity change, negative = inhibition, hits mostly inhibitors; P17405; 340,000 compounds, 0.006% hits; placental ASM, HMU-PC fluorogenic substrate, 60 min; AID 504937; further: potency means the concentration at half of the fitted maximal effect
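Steps: dispense placental human ASM, pin compound, wait 10 min at room temperature, add HMU-PC0 substrate at 9 uM final, incubate 60 min at 37 °C, add stop solution raising pH to 10, read fluorescence.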
B2AR arrestin – agonists driving beta-arrestin recruitment to human beta2-adrenergic receptor | P07550 | 330,000 compounds, 0.02% hits | beta-arrestin recruitment to beta2AR, cell-based reporter | Potency, µM (top dose mostly 46.1 µM), for the others: top-dose activation, actives largely listed as activators;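 further: potency means the concentration at half of the fitted maximal effect; 0% = DMSO controls and full agonism = EC100 isoproterenol or metaproterenol; nearly all actives have a fitted effect of over 65% in size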
PTAP TSG101 blk – blocks PTAP/TSG101 interaction to inhibit HIV-1 budding. Q99816. Fluorescence polarization, FITC-PTAP peptide / Tsg101 binding. Potency, µM (top dose mostly 115 µM), for inactives: top-dose activity change, negative = inhibition, usual class: inhibitors. 340,000 tested, under 10 active. AID 493005; active means well fitted inhibition curve with a large enough effect in the main read-out, with a control signal flat, not every such curve was filed as active; inconclusive means small, poorly fitted or top-dose-only effect, or effect the other way, or a change in a side signal; inactive means no such curve, though single readings can be large or run the other way; further: potency means the concentration at half of the fitted maximal effect; % of control where 0% means no effect
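Compounds were pin-transferred onto Tsg101 binding domain (10 uM final) in HEPES pH 7.5 buffer, then FITC-PTAP peptide was added at 50 nM final. After 20 min at RT, polarization reported peptide displacement across a qHTS concentration series.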
An asterisk follows results filed as active; ? = inconclusive; nt = no result given; [ ] = remark or other dose. Unless noted, the call rests on the fitted dose curve; in most records, active means well fitted curve in the direction sought with a large enough effect; inconclusive means small, poorly fitted or top-dose-only effect, or another doubt; inactive means no such curve, though single readings can be large; an effect the other way counts as inactive or inconclusive. Only part of the results is shown (hit frequency here may not be typical).

SMILES	FBPA coupling cs	Integrin act MD	Giardia killer	PKM2 act	GALK inh	Tb PFK block	Menin-MLL TR inh	BCR signal inh	S-ASM inh	B2AR arrestin	PTAP TSG101 blk
COc1cc(NC(=O)Cn2nnc(-c3ccncc3)n2)cc(OC)c1	0	-26%	-9	-1%	0%	0%	8%	?	-18%	-0.5%	-2%
c1ccc(C[C@H]2CNCCN2CC2CCCCC2)cc1	nt	5%	11	nt	nt	-9%	nt	-16%	2%	0.0%	2%
COc1ccc(OCCN2CCN(C(=O)c3ccc(OC(F)F)c(OC)c3)CC2)cc1	-4	-4%	10	-12%	-3%	2%	-17%	0%	5%	-0.4%	-2%
N#CC1=C(SCc2ccccc2)NC(=O)CC1c1cccc(O)c1 (stereo unspecified)	-7	9%	6	1%	13%	-4%	16%	0%	5%	0.3%	-6%
O=C(O)c1ccc(N2C(=O)C3C4c5ccccc5C(Br)(c5ccccc54)C3C2=O)cc1 (stereo unspecified)	12	8%	26	0%	-1%	-6%	?	11%	12%	-1.4%	-8%
CC(=S)/C=C1\Sc2ccccc2N1C	1	-49%[inhibitor]	0	17%	-2%	-16%	27%	-28%	-5%	-0.3%	-10%
COc1ccc(C(CNc2ncnc3sc(C)c(C)c23)N(C)C)cc1 (stereo unspecified)	2	-21%	22	nt	-1%	-1%	nt	?	0%	0.1%	-10%
O=C(CSc1nnc(CNC(=O)c2c(F)cccc2F)o1)NCc1ccco1	2	-22%	12	0%	2%	?	9%	-5%	2%	0.6%	nt
CN(C)CCn1c(=O)n(-c2cccc(Cl)c2)c(=O)c2c3c(sc21)CCCCC3	1	-55%[inhibitor]	8	3%	-2%	3%	nt	0%	3%	-0.1%	0%
CC1(C)CC(=O)C(C=NCCc2ccc(O)cc2)=C(O)C1	9	13%	1	-1%	2%	4%	8%	-9%	3%	0.2%	-2%
CC(=O)C1CCC2C3CCC4=CC(=O)CC[C@]4(C)[C@@]3(F)C(O)C[C@]12C (stereo partly specified)	1	29%	32[activator]	2%	-2%	9%	-11%	?	2%	-0.4%	-5%
CCn1nnc(NC(=O)c2cccc(-c3cc4ccccc4oc3=O)c2)n1	4	-25%	-1	-4%	0%	-10%	28%	8%	8%	-0.1%	-2%
CC(NC(=O)COC(=O)C1=NN(c2ccccc2)C(=O)CC1)c1ccccc1 (stereo unspecified)	nt	-8%	-9	nt	nt	-1%	nt	?	1%	-0.4%	0%
Nc1nonc1-n1nnc(C(=O)N/N=C/c2ccoc2)c1-c1ccccc1	-2	0%	3	1%	1%	1%	4%	3%	0%	0.3%	-7%
O=S(=O)(NC1CC(NS(=O)(=O)OCC(Cl)(Cl)Cl)C2CCCCC12)OCC(Cl)(Cl)Cl (stereo unspecified)	0	-23%	-5	4%	nt	-2%	?	-12%	-26%	-1.0%	-5%
COCCCn1c(SCC(=O)c2ccccc2)nc2ccccc2c1=O	1	8%	-10	2%	0%	11%	-24%	13%	-1%	-0.1%	-1%
Cc1ccnc(NS(=O)(=O)c2cccc([N+](=O)[O-])c2)c1	-3	18%	-22	1%	1%	1%	nt	-1%	-8%	-0.2%	-4%
O=C(COC(=O)c1cc[n+]([O-])cc1)Nc1ccc(F)c([N+](=O)[O-])c1	0	-2%	-10	10%	3%	-13%	?	?	-1%	0.4%	2%
O=C(Nc1ccccc1N1CCOCC1)c1cc(-c2ccco2)nc2ccccc12	0	31%	-12	3%	1%	-11%	3%	9%	-2%	-0.3%	-2%
COc1ccc(S(=O)(=O)Nc2nnc(Cc3ccc(OC)c(OC)c3)s2)cc1	18	-17%	4	30%	1%	-2%	?	8%	2%	-0.3%	-2%
O=C(Nc1ccc(-c2cnco2)cc1)c1ccc(Cl)cc1	0	2%	14	-33%	nt	2%	nt	-2%	-1%	-0.1%	1%
O=C1CC(N2CCN(Cc3ccccc3)CC2)C(=O)N1 (stereo unspecified)	1	36%	3	-1%	4%	-1%	-12%	1%	0%	-0.2%	-1%
CNC(=O)N(c1ccccc1)c1ccccc1	1	13%	25	0%	-2%	-4%	-3%	1%	-1%	-0.3%	-6%
Cn1nc(C(F)(F)F)c(-c2ccccc2)c1NC(=O)c1ccco1	4	-18%	34[activator]	1%	nt	4%	nt	19%	0%	-0.1%	-6%
CC1(C(=O)N2CC3(CC(c4ccccc4)=NO3)C[C@H]2C(=O)NCC(N)=O)CC1 (stereo partly specified)	0	-1%	21	21%	1%	-2%	11%	0%	11%	0.3%	-1%
O=C(NCc1ccco1)c1nc2ccccc2s1	2	-19%	14	1%	0%	-8%	4%	-3%	0%	0.4%	-2%
CCOC(=O)C1CCN(C(=O)c2cc3c(s2)-c2ccccc2OC3)CC1	1	-4%	-6	1%	nt	1%	-3%	?	248%[activator]	-0.6%	-1%
COc1ccc([N+](=O)[O-])cc1N(CC(=O)N1CCN(Cc2ccccc2)CC1)S(C)(=O)=O	-1	8%	-8	1%	-5%	-2%	-30%	0%	-1%	0.7%	-1%
COC(=O)Cn1c(C)c(C(C)=O)c(C(C)=O)c1C	-1	-18%	-10	-11%	1%	3%	0%	3%	1%	-0.4%	-2%
O=C(OCC(=O)N1CCCC1)c1ccccc1O	0	7%	1	nt	-1%	-5%	2%	2%	1%	-0.1%	0%
COc1c(C)cc(Br)cc1C(=O)Nc1ccc(N2CCN(S(C)(=O)=O)CC2)cc1	1	9%	8	-3%	-3%	13%	2%	3%	2%	0.1%	-5%
COc1ccc(-c2nnc3n2N=C(C)CS3)cc1	4	8%	-16	4%	-2%	3%	11%	5%	3%	-0.4%	-5%
CCN(CC)C(=O)COc1cc(C)c(Cl)c(C)c1	1	34%	-9	3%	2%	-5%	-10%	-3%	3%	-0.4%	-3%
CCCOc1ccc(C(=O)Nc2ccc(N3CCN(C(C)=O)CC3)cc2)cc1	-3	-4%	-20	-9%	0%	-1%	6%	?	-1%	0.2%	-4%
Cc1cccc(NS(=O)(=O)c2cc3c4c(c2)C(C)C(=O)N4CCC3)c1 (stereo unspecified)	nt	5%	-20	nt	1%	14%	nt	-11%	2%	0.3%	0%
COc1cccc(C(=O)NCCS(=O)(=O)N2CCCCC2)c1	nt	9%	-12	nt	nt	-3%	nt	4%	4%	0.1%	0%
CS(=O)(=O)c1cccc(C(=O)OCC(=O)NC(=O)Nc2ccccc2F)c1	nt	-21%	1	nt	nt	0%	nt	2%	-2%	-0.6%	-2%
O=[N+]([O-])c1nn(-c2ccc3c(c2)OCCO3)n(O)c1=NCc1ccccc1Cl	3	-3%	?	-4%	0%	1%	?	3%	-5%	-0.5%	-8%
Cc1ccc(CS(=O)Cc2ccc(C(=O)NCCc3ccccc3)o2)cc1 (stereo unspecified)	nt	-2%	-7	nt	-11%	2%	nt	1%	-1%	0.9%	-6%
CC1CC(C)CN(S(=O)(=O)c2ccc(C(C)(C)C)cc2)C1 (stereo unspecified)	2	-34%	20	-1%	2%	1%	-17%	0%	0%	0.1%	-8%
COc1ccc(NS(=O)(=O)c2ccc3oc(SC4CCOC4=O)nc3c2)cc1 (stereo unspecified)	0	0%	14	10%	0%	-4%	1%	-16%	-3%	15%	2%
CC(=O)N1CCc2cc(Br)cc(S(=O)(=O)NCC3CCCO3)c21 (stereo unspecified)	-1	8%	17	-1%	3%	-1%	8%	2%	7%	0.8%	-3%
COc1ccc(OC)c2[nH]c(=O)c(CCNC(=O)Cc3cccs3)cc12	-14	-2%	20	-3%	-1%	0%	1%	-3%	-1%	-0.5%	-8%
O=C(Nc1ccc(N2CCN(C(=O)c3ccco3)CC2)c(Cl)c1)c1c(F)c(F)c(F)c(F)c1F	-2	-18%	-3	2%	0%	6%	14%	?	-7%	-0.3%	-1%
O=C(CCCO)NC1Cc2ccccc2C1	-1	0%	-16	4%	0%	0%	nt	0%	1%	0.3%	-6%
O=C1Cc2ccccc2N1c1c(Cl)cccc1Cl	0	-7%	-5	-1%	-3%	-8%	1%	-5%	0%	-0.7%	-3%
CCOc1ccc(C(=O)Nc2nc(C)cc(C)n2)cc1[N+](=O)[O-]	-3	-16%	8	6%	4%	-4%	0%	-2%	1%	-0.7%	0%
